PAFAH1B2 FP inh: blocks human PAF acetylhydrolase 1b catalytic subunit 2; inhibition, % at 3.39 µM; recombinant PAFAH1B2, FP-rhodamine activity probe, fluorescence polarization; hit rate 1.2% among 340,000; AID 492953; P68402;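 active = inhibition above the mean of all tested compounds plus 3 SD, cut at about 24% in these data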;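 also: 0% = enzyme with DMSO and 100% = wells lacking PAFAH1B2; many of its hits are not listed in these tables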
Target sequence (P68402 whole entry, looked up): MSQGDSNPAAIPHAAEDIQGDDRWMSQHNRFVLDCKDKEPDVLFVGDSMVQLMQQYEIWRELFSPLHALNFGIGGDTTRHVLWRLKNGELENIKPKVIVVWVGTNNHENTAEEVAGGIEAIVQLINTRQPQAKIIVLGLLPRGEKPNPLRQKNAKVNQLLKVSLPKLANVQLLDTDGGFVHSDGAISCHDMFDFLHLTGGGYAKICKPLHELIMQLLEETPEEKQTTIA
The depositor's hits bear a star.

Structure | PAFAH1B2 FP inh
Cc1c(NS(=O)(=O)c2cccc(C(=O)Nc3cccc(F)c3)c2)c(=O)n(-c2ccccc2)n1C | 1
O=C1N[C@@H](Cc2c[nH]c3ccccc23)C(=O)N[C@H]1Cc1ccccc1 | 3
CC(=O)C1CCC2C3CCC4CC(=O)CCC4(C)C3C=CC12C (centres undefined) | 6
Cc1ccc(Cc2ccccc2C(=O)O)cc1 | 2
CC(C)C[C@@H](CO)NS(=O)(=O)c1cc(Cl)ccc1F | 2
O=C(O)c1ccccc1CC(CCc1ccccc1)C(=O)O (centres undefined) | 0
OC(CSc1ccccc1)CN1CCN(c2ccccc2)CC1 (centres undefined) | 4
O=C(NN=Cc1ccccc1O)C(O)(c1ccccc1)c1ccccc1 | 7
CCCC(=O)c1ccc(OCc2cn(CC(=O)c3ccc(O)cc3)nn2)cc1 | -3
O=C(Cc1cccc(NC(=O)C2CCN(C(=O)C3CCCC3)CC2)c1)Nc1cccc(C(=O)N2CCCCC2)c1 | -3
CCOc1cc(N2CCOCC2)c(OCC)cc1NC(=O)c1ccc(S(=O)(=O)N2CC(C)OC(C)C2)cc1 (centres undefined) | -1
CC12CCCCC1C(C(N)=O)C(=O)O2 (centres undefined) | -2
CCC(CC)C(=O)OCC(=O)C1(O)CCC2C3CCC4=CC(=O)CCC4(C)C3C(O)CC21C (centres undefined) | 6
COc1cc(CCC(=O)OCC(=O)Nc2cc(S(=O)(=O)N3CCOCC3)ccc2Cl)cc(OC)c1OC | 0
O=C(O)C(Cc1cccs1)c1cccs1 (centres undefined) | 4
Cc1ncnc(N)c1CCCNc1ccccc1 | 1
O=C(CCS(=O)(=O)c1ccc(Cl)cc1)Nc1nccs1 | 10
O=c1[nH]cnc2c1ncn2C1OCC(O)C(O)C1O (centres undefined) | 3
Nc1cc(Cl)cc2c1-c1ccc(Cl)cc1C2O (centres undefined) | 6
CCC(=O)Nc1c(C#N)c2nc3ccccc3nc2n1-c1ccc(C)cc1 | 3
O=S(=O)(NCc1nnc2ccccn12)c1ccc(F)cc1 | 4
O=C1NC(=NCc2ccccc2)NC1(c1ccccc1)c1ccccc1 | 8
N#Cc1c2nc3ccccc3nc2n2cc(NC(=O)c3ccc(F)cc3)ccc12 | 3
Cc1ccc(C)c(NC(=O)CC2Sc3ccccc3NC2=O)c1 (centres undefined) | 1
Cc1cc(C)c(S(=O)(=O)N2CCN(C(=O)c3c(C)nn(-c4ccccc4)c3Cl)CC2)c(C)c1 | -4
CC(=O)Nc1ccc2c(c1)-c1ccc(F)cc1C2 | -2
Cc1ccc(C(=O)OCC(=O)c2ccc(CC(=O)N3CCOCC3)s2)c(C)c1 | -1
CN1C(=O)N(CC(=O)Nc2cccc(S(=O)(=O)N(C)c3ccccc3)c2)C(=O)C12CCCCC2 | 1
COc1ccc(S(=O)(=O)N2CCCCC2)cc1NC(=O)c1cccc(S(=O)(=O)N2CC(C)OC(C)C2)c1 (centres undefined) | 0
CN=c1sc2c(n1C)C(=O)c1ccccc1C2=O | 13
CCc1ccc(NC(=S)N2CCCC2)cc1 | 2
NS(=O)(=O)c1cccc(NC(=O)CCc2ccc(S(=O)(=O)N3CCOCC3)cc2)c1 | 3
O=C(Cc1cccc(NC(=O)C2CCN(C(=O)CCc3ccccc3)CC2)c1)Nc1cccc(C(=O)N2CCCCC2)c1 | 3
Cc1cc(CCNC=O)c(C)c2c1sc1ccccc12 | 2
CCN(c1ccccc1)S(=O)(=O)c1ccc(OCC(F)(F)F)c(NC(=O)c2ccc(=O)[nH]c2)c1 | 4
CCOC(=O)c1c(C)c(/C=N/Nc2ccccc2)n(C)c1C | 3
CN1CCN(c2ccc(NC(=O)c3cc(Cl)c4c(c3)OCCO4)cc2)CC1 | 2
COc1cccc(CN(C)CC(=O)Nc2cc(S(=O)(=O)N3CCCC3)ccc2Cl)c1OC | 5
C=CCCC(=O)N1C[C@H]2CON(C)[C@H]2C[C@H]1c1cccc(Nc2ccccc2)c1 | 1
CN1C[C@@H]2[C@@H]3C(=O)N(C)C(=O)[C@@H]3[C@](C)(C1=O)N2C(=O)c1ccc(C(F)(F)F)cc1 | 1
Cc1c(C(=O)O)sc(S(=O)(=O)N2CCN(C(=O)CC(C)c3ccccc3)CC2)c1C(=O)O (centres undefined) | 9
CCCCN(C(=O)c1ccc(S(=O)(=O)N(C)c2ccccc2)cc1)c1c(N)n(CCC)c(=O)[nH]c1=O | 7
CC1CCN(C(=O)CN2C(=O)NC3(CCCc4ccccc43)C2=O)CC1 (centres undefined) | 2
O=S1(=O)c2ccccc2C(O)(c2ccccc2)c2ccccc21 | 2
O=[N+]([O-])c1ccc(O)c(CNCc2ccccc2)c1 | 3
COc1ccccc1N(CC(=O)Nc1c(C)n(C)n(-c2ccccc2)c1=O)S(=O)(=O)c1ccccc1 | 1
O=c1c(/C=N/Nc2ccccc2)c(Sc2nnnn2-c2ccccc2)nc2ccccn12 | -32
O=C(/C=C/c1ccc([N+](=O)[O-])cc1)c1ccccc(=O)c1O | 0
CC(=O)C1(C)C(=O)N(c2ccc(F)cc2)C(=O)N1c1ccc(F)cc1 (centres undefined) | 3
Cc1ccccc1OCC(=O)OCC(=O)c1cc(C)n(C2CC2)c1C | 8
COc1cc2c3nc4n(c(=O)c3n(CC(=O)N3CCCC3)c2cc1OC)CCS4 | 2
CCC(c1nnnn1CC1CCCO1)N(CCN1CCOCC1)Cc1cc2cc(C)ccc2[nH]c1=O (centres undefined) | 3
CC(C)(C)S(=O)N1Cc2cc(=O)n(Cc3ccccc3)cc2[C@H]1CCO (some centres undefined) | 2
COc1ccc(C)cc1NC(=O)C1CC(=O)N(CCc2ccc(F)cc2)C1 (centres undefined) | 0
NS(=O)(=O)c1cccc(NC(=O)COC(=O)Cc2ccc(S(=O)(=O)N3CCOCC3)s2)c1 | 3
Cc1nn(C)c(=S)[nH]c1=S | 2
COc1ccccc1-c1cccc([C@@H]2C[C@H]3[C@@H](CN2)CON3C)c1 | -2
Cc1ccc(C2(SCC(N)C(=O)O)c3ccccc3-c3ccccc32)cc1 (centres undefined) | 3
NC(=O)c1ccc(OCc2ccccc2)nc1 | 4
Cc1ccc(/C=N/NC(=O)c2nnn(-c3nonc3N)c2C)o1 | 7

A stretch of the results above, as a working copy:
Structure | PAFAH1B2 FP inh
COc1ccccc1-c1cccc([C@@H]2C[C@H]3[C@@H](CN2)CON3C)c1 | -2
Cc1ccc(C2(SCC(N)C(=O)O)c3ccccc3-c3ccccc32)cc1 (centres undefined) | 3
NC(=O)c1ccc(OCc2ccccc2)nc1 | 4
Cc1ccc(/C=N/NC(=O)c2nnn(-c3nonc3N)c2C)o1 | 7

(next part)
Structure | PAFAH1B2 FP inh
CC[C@H](C)[C@H]1CNC(=S)N1CC1CCN(CCC(C)(C)C)CC1 | 1
Cc1cc(C)c(C#N)c(SCC(=O)N(CCC#N)c2ccc3c(c2)OCCO3)n1 | 12
CCOC(=O)Nc1ccc2c(CN3CCN(S(=O)(=O)c4ccccc4F)CC3)cc(=O)oc2c1 | 7
CN(CCc1ccccc1)C(=O)c1cccc(NC(=O)Cc2cccc(NC(=O)C3CCCN(C(=O)C4CCCCC4)C3)c2)c1 (centres undefined) | 4
COc1cc(OC)cc(C(=O)NNC(=O)CCNS(=O)(=O)c2ccc(C)c(C)c2)c1 | 3
Cc1ccc(S(=O)(=O)N2CCOCC2)cc1C(=O)N1CCN(S(=O)(=O)c2ccccc2F)CC1 | 4
O=C(NNC(=O)c1ccncc1)Nc1cc(Cl)ccc1Cl | 3
CCN(CC(=O)Nc1ccc(OC)cc1)C(=O)c1ccc2c(c1)NC(=O)CS2 | -1
COc1c(NC(C)=O)c2c(c([N+](=O)[O-])c1OC)C(=O)OC2 | 4
CCOc1ccc(NC(=O)CN(C)C(=O)C2CC2C)cc1OCC (centres undefined) | 3
Cc1ccccc1OCC(=O)OCC(=O)NC1CCCCCC1 | -2
CN(C)CCOC1(Cc2ccc(F)cc2)CCC(C(C)(C)C)CC1 (centres undefined) | 1
Cc1ccccc1NC(=O)Cc1nc(COC(=O)c2ccc([N+](=O)[O-])cc2)cs1 | 0
C/C(=N\Nc1ncc(Cl)cc1Cl)c1ccccn1 | 5
COC1=NC2=NCCN2C(OC)=N1 | 5

An excerpt from above in order of their number in PAFAH1B2 FP inh, low to high.
Structure | PAFAH1B2 FP inh
CN(C)CCOC1(Cc2ccc(F)cc2)CCC(C(C)(C)C)CC1 (centres undefined) | 1
COc1c(NC(C)=O)c2c(c([N+](=O)[O-])c1OC)C(=O)OC2 | 4
COC1=NC2=NCCN2C(OC)=N1 | 5

Following part:
Structure | PAFAH1B2 FP inh
NC(CSC1(c2ccccc2)c2ccccc2-c2ccccc21)C(=O)O (centres undefined) | -3
CC(=O)Nc1cc(=O)c2cccnc2[nH]1 | -1
O=C(NN=Cc1cccc([N+](=O)[O-])c1)c1cccc2ccccc12 | 0
O=C(O)CN(CC(=O)O)CC(=O)O | 13
Nc1nc(N)c2cc([N+](=O)[O-])ccc2n1 | 0
CCOc1ccc(OCCCC(=O)Nc2cc(S(=O)(=O)N3CCOCC3)ccc2N2CCOCC2)cc1 | -1
CC(C)Cn1cnc2c(SCc3ccc(Cl)cc3)nc(N)nc21 | 7
COC(=O)c1ccc(COC(=O)CCNS(=O)(=O)c2ccc(C)c(C)c2)cc1 | 2
NS(=O)(=O)c1ccc(NC(=O)CCCCCN2C(=O)c3ccccc3C2=O)cc1 | 3
OC(c1ccccc1)(c1ccccc1)c1nccc2ccccc12 | 3
CN(C(=O)c1cccc(NC(=O)Cc2ccc(NC(=O)C3CCN(C(=O)C4CCCC4)CC3)cc2)c1)C1CC1 | 3
S=C1SCCN1Cc1ccccc1 | 6
N=c1c(S(=O)(=O)c2ccc(Br)cc2)cc2c(=O)n3ccccc3nc2n1CCN1CCOCC1 | 41*
Nc1nn2c(-c3ccccc3)cc(=O)[nH]c2c1N=Nc1ccc(Br)cc1 | 13
COc1ccc(OCCN2CCN(S(=O)(=O)c3ccccc3C#N)CC2)cc1 | -5

Later entries
SMILES | PAFAH1B2 FP inh
C#CCOCCOCCOCCNc1nc(N2CCN(C(=O)[C@H](C)n3cc(CCC(=O)O)nn3)CC2)nc(N2CCN(C(=O)[C@H](Cc3ccc(O)cc3)n3cc(CCO)nn3)CC2)n1 | 0
CC(C)(C)OC(=O)n1cccc1/C=C1\c2ccccc2C(=O)N1c1ccccc1 | 7
Oc1ccc(C[C@H]2CNC(=S)N2CC2CCCN2C[C@H](Cc2ccccc2)N2C[C@H](Cc3ccc(O)cc3)N(CCc3ccccc3)C2=S)cc1 (some centres undefined) | -7
Cc1noc(C)c1C(=O)Nc1cc(S(=O)(=O)N2CCCCC2)ccc1N(C)C | 4
NC(=O)C1=C(N=C2CCCCC2)CCCC1 | 6
CCOc1cc(C(=O)CCC(=O)OCC(=O)Nc2ccc(F)cc2)ccc1O | 4
Cc1cc(Br)ccc1NC(=O)CN(C)C(=O)c1cccc(S(=O)(=O)N2CCN(C)CC2)c1 | 9
CCOC(=O)N1CCN(C(=O)CSc2ncnc3sccc23)CC1 | 0
CC1C(=O)C(C)C(c2ccccc2)N(N=O)C1c1ccccc1 (centres undefined) | 5
Cc1cc2c(cc(C(=O)OC(C)C(=O)NCc3ccc(F)cc3)n2C)o1 (centres undefined) | 2
O=C1CCC(C2CCc3cc(O)ccc3C2)C1 (centres undefined) | 8
COc1ccc(C(CNC(=O)c2cc(S(=O)(=O)Nc3cccc(C)c3)ccc2C)N2CCOCC2)cc1 (centres undefined) | 5
C#CC1(O)CCC2C3CCc4cc(O)cc(C)c4C3CCC21C (centres undefined) | 2
COCC(=O)n1nc(-c2ccccc2)nc1NCc1ccccc1 | 4
O=C(CNCc1ccc(Cl)cc1)Nc1cc(S(=O)(=O)N2CCCC2)ccc1Cl | 20

Single values from the results shown:
CC1C(=O)C(C)C(c2ccccc2)N(N=O)C1c1ccccc1 (centres undefined) – PAFAH1B2 FP inh = 5
CCOc1cc(C(=O)CCC(=O)OCC(=O)Nc2ccc(F)cc2)ccc1O – PAFAH1B2 FP inh = 4
COc1ccc(C(CNC(=O)c2cc(S(=O)(=O)Nc3cccc(C)c3)ccc2C)N2CCOCC2)cc1 (centres undefined) – PAFAH1B2 FP inh = 5
Cc1cc(Br)ccc1NC(=O)CN(C)C(=O)c1cccc(S(=O)(=O)N2CCN(C)CC2)c1 – PAFAH1B2 FP inh = 9
CC(C)(C)OC(=O)n1cccc1/C=C1\c2ccccc2C(=O)N1c1ccccc1 – PAFAH1B2 FP inh = 7
O=C1CCC(C2CCc3cc(O)ccc3C2)C1 (centres undefined) – PAFAH1B2 FP inh = 8

Next section
SMILES | PAFAH1B2 FP inh
CCN(CC)CCNC(=O)c1ccc(NC(=O)c2cccc(S(=O)(=O)N3CCCCCC3)c2)cc1 | 0
O=C(COC(=O)c1ccc(F)c(S(=O)(=O)N2CCOCC2)c1)c1ccc(Br)cc1 | 12
CCOC(=O)C1CCN(c2c(N3CCN(c4ccccc4OC)CC3)c(=O)c2=O)CC1 | 5
c1ccc(-c2cn3ccccc3n2)cc1 | 9
CCOC(=O)[C@H]1[C@H]2COc3ccc(Br)cc3[C@H]2N2C(=O)CN(CCc3c[nH]c4ccccc34)C(=O)[C@@]12C | 5
O=C1OC(c2ccc3ccccc3c2O)(c2ccc3ccccc3c2O)c2ccccc21 | 8
COc1ccccc1C(=O)NCCC(=O)N1CC(C)OC(C)C1 (centres undefined) | -1
CCN(CC(=O)Nc1ccc2c(c1)OCCO2)C(=O)c1cc(S(=O)(=O)N2CCOCC2)ccc1F | 0
COc1cc2c(c(OC)c1OC)C(=O)C(=Cc1ccccc1)O2 | -2
Cn1c(=O)c2[nH]c(NN=Cc3ccc(F)cc3)nc2n(C)c1=O | 6
OCCNCc1cccc(-c2ccccc2)c1O | -2
CN(C)CCC(O)(c1ccccc1)c1ccccc1Cl (centres undefined) | 5
O=C(NC1CC1)c1cc(Cl)nc2ccccc12 | -2
Cc1ccc(C)c(N2N=C(C(=O)OCc3nnc(-c4cccs4)o3)CCC2=O)c1 | 2
Cc1ccc(C)c(COC(=O)c2cccc(S(=O)(=O)N3CCCC3)c2)c1 | 1
Cc1ccc(S(=O)(=O)N2CCCCC2)cc1C(=O)OC(C)C(=O)NCC1CCCCC1 (centres undefined) | 4
COc1cccc(OC)c1OC(=O)c1ccccc1 | -1
CN(Cc1cccnc1)C(=O)c1cc(S(=O)(=O)Nc2ccccc2F)ccc1Cl | 2
COc1ccc(-c2ccc3c(c2)C2CC3CCN2C(=O)OCc2ccccc2)cc1 (centres undefined) | 1

Screening data (PubChem BioAssay)

Only part of the results is shown; the hit share may differ from the screen's.
